Screens: PubChem, National Center for Advancing Translational Sciences (NCATS)
ALOX15B inhib – inhibitors of human 15-lipoxygenase 2 (ALOX15B); actives 0.56% (n = 110,000); Potency, µM (doses to about 57.1 µM), inactives show at the highest dose activity change, negative = inhibition, actives largely listed as inhibitors; O15296; purified 15hLO-2, xylenol orange hydroperoxide absorbance; note: potency is the fitted concentration of half-maximal effect; nearly all actives have a fitted effect of over 60% in size; many of its hits are not listed in these tables
Target sequence (O15296 whole entry, looked up): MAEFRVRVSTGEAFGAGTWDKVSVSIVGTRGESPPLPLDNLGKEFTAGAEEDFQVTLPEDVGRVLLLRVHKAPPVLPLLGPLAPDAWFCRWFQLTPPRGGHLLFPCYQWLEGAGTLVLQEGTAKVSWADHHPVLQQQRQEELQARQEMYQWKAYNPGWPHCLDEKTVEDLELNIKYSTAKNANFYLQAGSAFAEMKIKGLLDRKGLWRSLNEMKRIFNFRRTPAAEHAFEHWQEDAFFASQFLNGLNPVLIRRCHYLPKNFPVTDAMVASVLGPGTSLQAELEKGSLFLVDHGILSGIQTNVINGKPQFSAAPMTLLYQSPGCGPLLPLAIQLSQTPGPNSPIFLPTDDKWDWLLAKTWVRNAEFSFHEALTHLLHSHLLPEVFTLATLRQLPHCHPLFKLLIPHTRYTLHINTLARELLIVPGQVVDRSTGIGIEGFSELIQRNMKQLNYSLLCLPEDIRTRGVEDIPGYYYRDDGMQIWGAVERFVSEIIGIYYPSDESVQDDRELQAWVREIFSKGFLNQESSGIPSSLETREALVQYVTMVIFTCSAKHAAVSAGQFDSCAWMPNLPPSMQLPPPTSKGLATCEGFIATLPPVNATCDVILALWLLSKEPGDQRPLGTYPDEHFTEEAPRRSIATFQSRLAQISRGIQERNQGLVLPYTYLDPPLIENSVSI
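Enzyme 50 nM, AA 45 uM, 25 mM Hepes pH 7.5 + 0.01% Triton X-100; cpd preinc 15 min RT, rxn 90 min RT; stop/detect with 200 uM XO + 300 uM Fe(II) in 50 mM H2SO4, 30 min; A573/A405.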
12-hLO inh – 12-hLO (ALOX12) enzyme inhibition. P18054. purified 12-hLO, xylenol orange hydroperoxide absorbance. Potency, µM (doses to about 57.1 µM), for the others: top-dose activity change, negative = inhibition, usual class: inhibitors. actives 0.12% (n = 150,000). AID 1452; note: potency is the fitted concentration of half-maximal effect; nearly all actives have a fitted effect of over 55% in size; many of its hits are not listed in these tables
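Hydroperoxide formation by human 12-lipoxygenase from 40 uM arachidonic acid was followed colorimetrically via ferric-xylenol orange complex, using the 573/405 nm absorbance ratio. Enzyme concentration was 150 nM, with 30 min reaction at room temperature.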
PNC assembly inh – perinucleolar compartment assembly inhibition. AID 2417. activity change (PNC), negative = inhibition, % at 10 µM. actives 3.1% (n = 140,000). PC3M PTB-GFP, PNC prevalence imaging, 16 h; stronger effect = lower value;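 active = readout at or below -70, meaning at least 70% loss of cells showing the perinucleolar compartment, a nuclear body marking cancer cells; inconclusive = readout between -30 and a set limit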;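 note: plate controls were DMSO wells for no effect and camptothecin positive control wells for full effect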
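Read-out is percentage of cells bearing a perinucleolar compartment, from automated 20x imaging of fixed, Hoechst-stained PC3M PTB-GFP cells. Cells were seeded 4 h, then exposed 16 h to compound (23 nl of library stock) in duplicate plates.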
IMPase cell inh – IMPase inhibition in cells | inhibition (IP1 accumulation), % at 46.1 µM | P97697 | 120,000 tested, under 10 active | CHO-M1 cells, IP1 accumulation, HTRF TR-FRET ratio; active = well fitted curve in the direction sought with a large enough effect in the signal ratio, not every such curve was filed as active; inconclusive = small, poorly fitted or top-dose-only effect, or a change in a side signal; inactive = no such curve, though single readings can be large or run the other way; the % refers to the signal ratio;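 note: cells stimulated with carbachol in lithium chloride buffer; plate controls were DMSO basal wells for no effect and reference inhibitor wells for full effect; higher means more IMPase inhibition seen as more IP1 and lower FRET ratio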
Target sequence (P97697 whole entry, looked up): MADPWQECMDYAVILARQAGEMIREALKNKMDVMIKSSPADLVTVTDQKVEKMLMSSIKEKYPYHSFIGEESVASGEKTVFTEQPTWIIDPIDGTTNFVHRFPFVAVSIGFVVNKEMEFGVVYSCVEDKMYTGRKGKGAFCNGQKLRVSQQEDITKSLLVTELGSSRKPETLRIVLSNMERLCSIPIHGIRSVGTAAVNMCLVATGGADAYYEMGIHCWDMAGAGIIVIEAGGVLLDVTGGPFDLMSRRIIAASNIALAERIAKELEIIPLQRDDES
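Carbachol-driven Gq signalling in CHO-M1 cells (2000/well) generates IP1. Compounds that block IMPase raise IP1 and so reduce the FRET signal from Eu-anti-IP1 and d2-IP1 after a 10 min room-temperature lysis.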
An asterisk follows results filed as active; ? = inconclusive; / = no result given; [ ] = remark or other dose. Unless noted, calls come from the whole dose curve; as a rule, active = well fitted curve in the direction sought with a large enough effect; inconclusive = small, poorly fitted or top-dose-only effect, or another doubt; inactive = no such curve, though single readings can be large; an effect the other way counts as inactive or inconclusive. Unless noted, % is set by controls: 0 for no effect and ±100 for the full control effect.

1. CCN(CC)c1ccc(-n2c(O)c(C=C3N=c4ccccc4=N3)sc2=S)cc1
2. O=c1cc(-c2cccc(F)c2)[nH]c2cc(Cl)ccc12
3. O=C(O)CCCCCN1C(=O)C(=O)/C(=C(/O)c2ccccc2)C1c1ccccc1 (configuration not stated)
4. Cc1ccc(N2CC(C(=O)Nc3cc(C)ccc3F)CC2=O)cc1 (configuration not stated)
5. CCOC(=O)C1CCN(C(c2cc3c(C)ccc(C)c3[nH]c2=O)c2nnnn2C2CCCCC2)CC1 (configuration not stated)
6. O=C(O)C1C2C=CC(C3CC23)C1C(=O)NCCc1ccccc1 (configuration not stated)
7. CC1=C(C(=O)Nc2ccccc2)C(c2ccncc2)C(C#N)=C(SCC(=O)NC(C)C)N1 (configuration not stated)
8. O=C(Nc1ccc2c(c1)OCO2)c1c(F)cccc1F
screen / no. | 1 | 2 | 3 | 4 | 5 | 6 | 7 | 8
ALOX15B inhib | / | -4%[0.0915 µM] | 21% | -4% | 40%[activator] | -1% | 8% | -1%
12-hLO inh | 1% | -1%[0.00818 µM] | -2% | 7% | 0% | -1% | -3% | 1%
PNC assembly inh | -21 | / | 29 | 21 | -1 | 15 | ? | ?
IMPase cell inh | -1 | / | 11 | 9 | -4 | -7 | -5 | -8

9. CCCCCCn1c(=O)[nH]c2nc3cc(N)ccc3nc2c1=O
10. O=C(CCCN1C(=O)CCC1=O)Nc1ccccc1F
11. COc1ccc(-c2nnc3sc(COc4ccc(C)cc4)nn23)cc1
12. CCc1cc(C(=O)Nc2ccccc2)cs1
13. CCN(CC)S(=O)(=O)c1ccc(-n2cnnn2)c(C)c1
14. O=C1CC(Nc2ccc(N3CCOCC3)cc2)C(=O)N1c1ccccc1 (configuration not stated)
15. O=C(Nc1ccccc1)NC1(C(=O)NCCCN2CCOCC2)CCCCC1
16. CC1Cc2ccccc2N1C(=O)CSc1ncccc1C(=O)O (configuration not stated)
screen / no. | 9 | 10 | 11 | 12 | 13 | 14 | 15 | 16
ALOX15B inhib | / | 10% | 34%[activator] | -3% | -1% | ? | -1% | 4%
12-hLO inh | -24% | -5% | -1% | 6% | 5% | ? | 0% | 0%
PNC assembly inh | -11 | ? | 13 | 16 | -4 | 11 | -3 | 31
IMPase cell inh | -16 | -5 | -14 | 16 | 8 | 5 | -2 | -11

17. O=C(O)c1ccccc1C(=O)N(Cc1ccccc1)Cc1ccccc1
18. Cc1nc2ccccn2c1C(=O)Nc1ccc2c(c1)OCCO2
19. CC(C)OCCCNC(=O)c1cccc(NC(=O)c2ccccc2)c1
20. CCOC(=O)c1c(C(F)(F)C(F)(F)C(F)(F)C(F)(F)F)n[nH]c1C
21. COC(=O)C(O)(CC(=O)c1ccc(OC)cc1)C(F)(F)F (configuration not stated)
22. CCn1c(CNc2ccc(C)cc2)nnc1SCC(=O)NCc1ccccc1
23. CCC(=O)Nc1nc(OC)cc(OC)n1
24. CC1CCN(S(=O)(=O)c2ccc(NC(=O)Cn3nnc(-c4ccccc4F)n3)cc2)CC1
screen / no. | 17 | 18 | 19 | 20 | 21 | 22 | 23 | 24
ALOX15B inhib | -1% | / | / | -12% | 5% | -6% | -1% | ?
12-hLO inh | 10% | -1% | -3% | -17% | 4% | -4% | 2% | -7%
PNC assembly inh | 15 | -20 | 83 | ? | -18 | 10 | 19 | 19
IMPase cell inh | -6 | -2[0.369 µM] | / | -3 | -1 | 0 | -7 | 3

25. CC(C)(C)c1ccc(Oc2ccc(N)cc2)cc1
26. O=C(Nc1nnc(C2CC2)s1)c1cc([N+](=O)[O-])ccc1N1CCCCC1
27. CCN(CC)CCNc1ccnc2cc(Cl)ccc12
28. O=C(CN1C(=O)NC2(CCCc3ccccc32)C1=O)N1CCc2ccccc2C1 (configuration not stated)
29. COC(=O)C1=NN(c2ccc(Cl)cc2)C2C(=O)N(c3ccccc3OC)C(=O)C12 (configuration not stated)
30. COC(=O)CN1C(=S)N(c2ccc(OC)cc2)C(=O)/C1=C/c1cccs1
31. CC1(C)S/C(=N/N=C/c2ccco2)NC1=O
32. O=C(NC1CCCC1)C(c1ccc(F)cc1)N(Cc1ccc(F)cc1)C(=O)CCl (configuration not stated)
screen / no. | 25 | 26 | 27 | 28 | 29 | 30 | 31 | 32
ALOX15B inhib | / | / | 36%[activator] | -7% | / | / | / | /
12-hLO inh | -4% | -1% | 6% | -13% | -3% | -2% | 0% | 1%
PNC assembly inh | 7 | 17 | 28 | -2 | ? | 9 | ? | -11
IMPase cell inh | / | / | 5 | 5 | / | / | -4 | 7

33. COCCNC(=O)c1c[nH]c2cc(OC)c(OC)cc2c1=O
34. O=C1NC(c2cccs2)C(C(=O)c2ccccc2)C(O)(C(F)(F)F)N1 (configuration not stated)
35. CCOC(=O)C(C)c1n[nH]c(=O)c2ccccc12 (configuration not stated)
36. O=C(Nc1ccc2c(c1)OCO2)c1cncc(Br)c1
37. COc1ccc(-n2nc(C(=O)NCC(=O)NCc3ccc(F)cc3)c3ccccc3c2=O)c(OC)c1
38. Cc1ccc(/C=C2/SC(=O)N(CC(=O)N3CCOCC3)C2=O)s1
39. COc1ccc(C(=O)NCC(=O)OCC(=O)Nc2cc(OC)ccc2OC)cc1
40. CC1CC1C(=O)OCC(=O)NCc1ccc(Cl)cc1 (configuration not stated)
screen / no. | 33 | 34 | 35 | 36 | 37 | 38 | 39 | 40
ALOX15B inhib | 1% | 4% | -10% | -1% | -8% | / | -3% | 2%
12-hLO inh | 4% | -1% | 5% | 0% | -5% | -1% | 3% | -4%
PNC assembly inh | ? | 42 | ? | ? | ? | -28 | 7 | 26
IMPase cell inh | 3 | 4 | 11 | -2 | 0 | / | 0 | -10

41. CCOc1ccc(NS(=O)(=O)c2ccc(NC(=S)NC(=O)C(C)C)cc2)cc1
42. COC(=O)CSc1nc2ccc(NC(=O)c3ccccc3C(=O)N3CCOCC3)cc2s1
43. N#CC1=C(N)N=C(SCc2ccccc2)C(C(N)=O)C12CCCCC2 (configuration not stated)
44. Cc1ccc(C)c(N2CCN(C(=O)C3CCCN(S(=O)(=O)c4c(C)[nH]c(=O)[nH]c4=O)C3)CC2)c1 (configuration not stated)
45. COc1ncnc2c1NC1=C(S2)C(=NCCC(=O)O)CC(C)(C)C1
46. CCN(CC)CCOC(=O)/C=C/c1ccccc1OC
47. CCC(C)c1ccc(NC(=O)COc2c(F)c(F)c(C(F)(F)F)c(F)c2F)cc1 (configuration not stated)
48. Cc1cc(Br)cc2c1NC(=O)C2(c1c(C)n(C)n(-c2ccccc2)c1=O)c1c(C)n(C)n(-c2ccccc2)c1=O
screen / no. | 41 | 42 | 43 | 44 | 45 | 46 | 47 | 48
ALOX15B inhib | -28% | / | -2% | -1% | -9% | / | / | /
12-hLO inh | ? | 4% | 2% | 3% | -28% | -2% | -6% | -7%
PNC assembly inh | 18 | 32 | 17 | -86* | -14 | -11 | ? | 1
IMPase cell inh | 7 | 9 | 0 | -7 | 4 | / | -17 | 11

Some of the entries above, reformatted:
Every second line gives: ALOX15B inhib, 12-hLO inh, PNC assembly inh, IMPase cell inh
41. CCOc1ccc(NS(=O)(=O)c2ccc(NC(=S)NC(=O)C(C)C)cc2)cc1
→ -28%, ?, 18, 7
47. CCC(C)c1ccc(NC(=O)COc2c(F)c(F)c(C(F)(F)F)c(F)c2F)cc1 (configuration not stated)
→ /, -6%, ?, -17
48. Cc1cc(Br)cc2c1NC(=O)C2(c1c(C)n(C)n(-c2ccccc2)c1=O)c1c(C)n(C)n(-c2ccccc2)c1=O
→ /, -7%, 1, 11
44. Cc1ccc(C)c(N2CCN(C(=O)C3CCCN(S(=O)(=O)c4c(C)[nH]c(=O)[nH]c4=O)C3)CC2)c1 (configuration not stated)
→ -1%, 3%, -86*, -7
42. COC(=O)CSc1nc2ccc(NC(=O)c3ccccc3C(=O)N3CCOCC3)cc2s1
→ /, 4%, 32, 9

The list continues:
49. CC(C)(C)NC(=O)NC(=O)COC(=O)Cn1c(C(F)(F)F)nc2ccccc21
50. CCCc1cc(C(=O)NNC(=S)NCC)c2ccccc2n1
51. c1ccc(CSc2nnc(-c3cccs3)n2Cc2ccco2)cc1
52. O=C(Cc1cccc2ccccc12)N/N=C1\CCCc2ccccc21
53. COc1ccc(OC)c(C2C(C(=O)c3sc(C)nc3C)=C(O)C(=O)N2CCN2CCOCC2)c1 (configuration not stated)
54. CCCCOc1ccc(C(=O)NCc2ccco2)cc1
55. CCCn1c(SCC(=O)Nc2nonc2C)nnc1-c1ccoc1C
56. c1ccc(CNc2ccc3c(c2)ncn3C2CCCCC2)nc1
screen / no. | 49 | 50 | 51 | 52 | 53 | 54 | 55 | 56
ALOX15B inhib | -1% | / | / | 5% | -9% | -9% | -8% | 25%[11.4 µM]
12-hLO inh | 1% | 2% | -5% | 6% | -2% | -14% | 4% | 14%
PNC assembly inh | ? | -19 | -6 | -17 | -7 | -6 | 6 | -11
IMPase cell inh | 0 | / | 6 | 20 | 6 | 6 | -2 | -2[1.84 µM]

57. Cc1cc(=O)c2c(O)c3c(O)cc(O)c4c5c(O)cc(O)c6c(O)c7c(=O)cc(C)c8c1c2c(c34)c(c65)c78
58. CN(C)CCCN=c1c2ccccc2n(C)c2[nH]c(=O)n(C)c(=O)c12
59. Cc1ccc(N2C(=O)C3C4C=CC(C4)C3C2=O)cc1C (configuration not stated)
60. CC(=O)c1ccc(N2CCN(C(=O)C3CCC3)CC2)cc1
61. O=c1c2ccccc2c(C=Nc2ccc(S(=O)(=O)N3CCCCC3)cc2)c(O)n1-c1ccc(Cl)cn1
62. CCN(CC)C(=O)CSc1nc2ccc(NC(=O)CSc3nccn3C)cc2s1
63. COc1ccccc1C1/C(=C(\O)c2ccc3c(c2)OCCO3)C(=O)C(=O)N1CCCN(C)C (configuration not stated)
64. COc1cc(C(=O)NCc2nnc(SCC(=O)Nc3cc(C)cc(C)c3)o2)cc(OC)c1OC
screen / no. | 57 | 58 | 59 | 60 | 61 | 62 | 63 | 64
ALOX15B inhib | 2.5µM* | -3%[11.4 µM] | -1% | 3% | / | / | 6% | 6%
12-hLO inh | ? | 0%[11.4 µM] | -3% | -2% | -2% | -5% | -6% | 3%
PNC assembly inh | / | / | 1 | ? | 11 | ? | 3 | 33
IMPase cell inh | / | / | -1 | 11 | 16 | ? | 5 | -2

65. Cc1cc(O)cc(O)c1C(=O)Cc1cscn1
66. C/C(CCC(=O)OC[C@H]1O[C@H](C#Cc2ccccc2)C=C[C@@H]1Oc1ccc(C)cc1)=N\O[C@@H](C)CN1CCCCc2nc(C)c(C)cc21
67. CC(=O)Nc1ccc(N)cc1
68. COc1cccc(NC(=O)N(CCCN2CCOCC2)C(C)c2cc3ccccc3o2)c1 (configuration not stated)
69. CCN1C(=O)C2C(c3cccc(F)c3)NC(CC)(C(=O)OC)C2C1=O (configuration not stated)
70. CCOC(=O)Cn1nc(/C=C/c2ccccc2)ccc1=O
71. Cc1ncsc1CCOC(=O)c1cccnc1
72. CCC1(CC)C(=O)N=C2c3ccccc3C(=O)N21
73. Oc1ccc2n[nH]nc2c1
74. CCN(CC)C(=O)Oc1ccc2c(=O)c(-c3ccccc3)coc2c1
75. CCc1nccn1S(=O)(=O)c1ccc(C)c(C)c1
screen / no. | 65 | 66 | 67 | 68 | 69 | 70 | 71 | 72 | 73 | 74 | 75
ALOX15B inhib | 14% | / | 1% | 15% | 2% | 5% | -5% | -4% | / | 3% | -3%
12-hLO inh | -2% | -6% | -1% | 1% | -4% | 2% | -5% | 1% | -2% | -4% | 5%
PNC assembly inh | ? | -23 | / | 1 | ? | 18 | 19 | ? | 13 | ? | 20
IMPase cell inh | -13 | / | / | -1 | 12 | 1 | 7 | 9 | / | 0 | 2

Not all compounds are listed; the hit share may differ from the screen's.
